C-LANA FP: inhibitors of KSHV C-LANA binding to DNA, primary screen, biochemical, fluorescence polarization, FAM-LBS DNA, MBP-C-LANA, single point. inhibition, % at 9 µM. actives 0.078% (n = 340,000). AID 504423, 2011. Kaposi's sarcoma herpesvirus LANA C-terminal domain (residues 932-1162) DNA binding;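 active = highest replicate inhibition at or above 60% at 9 µM, even if other replicates fall short; inactive = all replicates below 60% inhibition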;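 also: 0% = neutral control wells and 100% = 4 µM acridine orange control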
SR-BI DiI-HDL act: activators of SR-BI mediated DiI-HDL uptake, primary screen, ldlA[mSR-BI] CHO cells, DiI fluorescence; actives 0.096% (n = 320,000); 3 h; 100 = double the neutral-control signal; activation, % at 12.5 µM;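 active = mean replicate activation of at least 60% and every replicate at or above 60%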;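 also: 0% = median plate neutral-control signal and 100% = twice that signal; values of inactives mirror those of a sister screen read the other way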
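Material: SR-BI-overexpressing, LDLR-lacking CHO cells; schedule: compound exposure 3 h, 37 °C; reagent: DiI-labelled HDL at 10 µg/mL final; technique: bottom-read fluorescence, 550/595 nm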
cardiac RTF act: cardiac RTF calcium sensitivity activators, primary screen, biochemical, IANBD-TnC fluorescence, EC20 calcium; Troponin I, cardiac muscle (Homo sapiens) + Troponin T, cardiac muscle (Homo sapiens) + …; IANBD-labeled TnC RTF fluorescence at EC20 calcium; 0% EC20 calcium, 100% full calcium; activation, % at 7.2 µM; actives 0.24% (n = 340,000);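 active = activation above the mean over all tested compounds plus 3 SD, cut at about 30% in these data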;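 also: rise in fluorescence read as greater calcium sensitivity of cardiac thin filaments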
DAGLB inh: DAGLB lipase inhibitors, primary screen, biochemical, fluorescence, HTS. HEK293T DAGLB membrane lysate, EnzChek fluorogenic substrate. actives 0.059% (n = 340,000). inhibition, % at 5.17 µM; in the data active = inhibition above about 34%;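 also: 0% = enzyme with vehicle and 100% = wells lacking enzyme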
PKA-R2B act: activators of PKA-R2B holoenzyme, primary screen, biochemical, fluorescence polarization, Cy5-IP20, human | cAMP-dependent protein kinase catalytic subunit beta (Homo sapiens) + cAMP-dependent … | PKA-R2B holoenzyme dissociation; R2B truncated from residue 108, S112A mutant; 0% DMSO only, 100% 113 µM cGMP | activation, % at 11.4 µM | actives 0.079% (n = 340,000);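 active = activation above a cutoff set at the mean over all compounds plus 3 SD, cut at about 18% in these data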;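 also: higher means more holoenzyme dissociation and a rise in polarization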
Target sequence (P31323 whole entry, looked up, other chains not shown, the tested form may be a part): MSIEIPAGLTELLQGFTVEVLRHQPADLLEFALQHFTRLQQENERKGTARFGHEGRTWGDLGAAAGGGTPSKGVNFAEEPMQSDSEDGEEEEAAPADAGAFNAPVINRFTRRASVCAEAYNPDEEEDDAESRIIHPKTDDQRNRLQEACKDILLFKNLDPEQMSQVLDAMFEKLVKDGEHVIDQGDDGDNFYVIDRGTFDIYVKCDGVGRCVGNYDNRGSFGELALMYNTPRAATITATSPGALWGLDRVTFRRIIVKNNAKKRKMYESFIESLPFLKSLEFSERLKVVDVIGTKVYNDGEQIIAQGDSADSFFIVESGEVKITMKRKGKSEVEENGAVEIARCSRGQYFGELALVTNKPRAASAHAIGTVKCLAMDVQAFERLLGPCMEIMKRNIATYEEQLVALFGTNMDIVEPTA
CAL PDZ FP-1: CAL PDZ peptide-binding inhibitors, primary screen, biochemical, fluorescence polarization, Cer-tagged CAL PDZ, HTS | Golgi-associated PDZ and coiled-coil motif-containing protein (Homo sapiens), Q9HD26 | purified CAL PDZ, TMR-peptide fluorescence polarization, 1 h | inhibition, % at 20 µM | actives 0.02% (n = 330,000) | AID 504414, 2011;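 active = highest replicate inhibition of at least 40%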;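 also: plate controls were DMSO neutral control wells for no effect and unlabeled competitor peptide control wells for full effect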
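Assay system – tagged CAL PDZ protein CerCALP, purified · Timing – 1 h at RT · Compound – single point, 20 µM · Measured by – fluorescence polarization from S- and P-plane intensities, G-factor corrected · Evaluation – inhibition from polarization loss · Probe or stimulus – TMR reporter peptide T*-PRC34 · Buffer or medium – pH 7.4 phosphate-saline buffer, reducing agent, detergent, IgG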
RTF Ca sens inh: cardiac RTF calcium sensitivity inhibitors, primary screen, biochemical, IANBD-TnC fluorescence, EC70 calcium. actives 0.12% (n = 340,000). IANBD-labeled cardiac RTF, Ca2+ fluorescence. Troponin I, cardiac muscle (Homo sapiens) + Troponin T, cardiac muscle (Homo sapiens) + …. inhibition, % at 7.15 µM. AID 493244, 2011;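 active = inhibition above the mean inhibition of all tested compounds plus 3 SD, cut at about 17% in these data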;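 also: assay run at fixed EC70 calcium of 1.6 mM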
Keap1 Nrf2 FP: Keap1-Nrf2 protein-protein interaction inhibitors, primary screen, biochemical, fluorescence polarization, single point; Kelch-like ECH-associated protein 1 (Homo sapiens), Q14145; Keap1 Kelch-Nrf2 peptide fluorescence polarization, 1536-well; inhibition, % at 9.4 µM; actives 0.15% (n = 340,000); AID 504523, 2011; in the data active = inhibition above about 12%;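 also: human Keap1 Kelch domain with fluorescein labeled Nrf2 9mer peptide probe; 0% = neutral control wells and 100% = peptide positive control; higher means more block of Keap1 binding to Nrf2 peptide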
Rtt109 Vps75: inhibitors of C. albicans Rtt109/Vps75 HAT, primary screen, biochemical, ThioGlo CoA-SH fluorescence, plate reader | Histone acetyltransferase RTT109 (Candida albicans (strain SC5314 / ATCC MYA-2876)), … | purified Rtt109/Vps75, 4 h | inhibition, % at 34.9 µM | actives 0.16% (n = 330,000) | AID 540336, 2011;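 active = inhibition of at least 50% in every replicate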
Target sequence (Q5AAJ8 whole entry, looked up): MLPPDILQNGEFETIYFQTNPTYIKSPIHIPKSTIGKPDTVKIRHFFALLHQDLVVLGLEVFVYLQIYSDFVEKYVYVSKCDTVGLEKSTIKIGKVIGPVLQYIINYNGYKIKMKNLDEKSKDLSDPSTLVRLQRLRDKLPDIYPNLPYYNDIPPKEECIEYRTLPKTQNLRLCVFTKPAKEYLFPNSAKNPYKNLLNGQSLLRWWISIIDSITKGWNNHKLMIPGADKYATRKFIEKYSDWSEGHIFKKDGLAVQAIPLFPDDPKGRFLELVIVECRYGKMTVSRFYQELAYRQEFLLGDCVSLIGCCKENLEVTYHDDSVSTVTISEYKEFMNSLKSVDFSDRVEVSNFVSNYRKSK
CAL PDZ FP-2: untagged CAL PDZ binding inhibitors, primary screen, biochemical, fluorescence polarization, HTS | actives 0.92% (n = 300,000) | AID 602252, 2012 | inhibition, % at 24.9 µM | purified CAL PDZ, TMR-peptide fluorescence polarization, 1 h;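 active = mean inhibition of at least 30% with at least half of replicates also reaching 30%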;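 also: 0% = DMSO neutral control and 100% = excess unlabeled competitor peptide PRC23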
Starred values were filed as active, the others as inactive; / = not tested or not shown.

Structure	SR-BI DiI-HDL act	PKA-R2B act	CAL PDZ FP-1	RTF Ca sens inh	DAGLB inh	Keap1 Nrf2 FP	cardiac RTF act	CAL PDZ FP-2	Rtt109 Vps75	C-LANA FP
Cc1cccc(N(CC(=O)NCc2ccc3c(c2)OCO3)C(=O)CCC(=O)Nc2ccccn2)c1C	-13	3	-1.3	-14	4	1	-4	92*	5	-0.5
COc1ccc2cc1Oc1ccc(cc1)CC1c3c(cc(OC)c4c3Oc3cc5c(cc3O4)CCNC5C2)CCN1C (centres undefined)	13	0	-2.4	-2	-2	1	0	-3	4	1.0
Cc1cccc(OCC(=O)NCCCNC(=O)c2ccco2)c1	/	-3	-0.9	4	0	1	-8	3	-10	2.0
COC(=O)C1=C(C)N(c2cccc(OC)c2)C(=O)/C1=C\c1ccco1	-9	5	-0.8	11	-1	-12	-2	/	2	-0.4
O=C1NN(c2ccccc2)C(=O)/C1=C\c1cccc(OC(=O)c2cccs2)c1	-14	-5	-0.7	-8	11	-5	-3	-4	-11	1.2
CCCCn1c(SCC(=O)N2CC(=O)Nc3ccccc32)nnc1-c1ccoc1C	5	7	/	-8	-4	-1	8	-6	8	0.3
O=C(CSc1nnc(-c2cccs2)o1)N1CCCCC1	27	0	0.3	-2	2	3	-1	-3	4	-0.1
COC(=O)c1ccc(COC(=O)CNC(=O)c2ccc(OC)cc2)cc1	0	10	-0.7	-6	-3	-3	3	-3	1	4.7
CCOC(=O)C(C)(C)Sc1ncnc2nc[nH]c12	7	4	-2.2	-4	2	-3	-3	/	6	0.2
COc1cccc(-c2ccc3c(c2)C2CC3CCN2C(=O)c2ccc(Cl)cc2)c1 (centres undefined)	-11	18	-0.6	-6	-5	-1	-4	3	8	-0.5
CCc1nnc(NC(=O)CSc2ccc(-c3cccs3)nn2)s1	-11	-10	15	3	-3	3	-1	-3	0	0.1
CC1(C)Cc2cccc(OCC(=O)N3CCN(c4ccc(F)cc4)CC3)c2O1	-46	-6	-1.9	-15	-11	-5	5	-3	-16	1.7
CN(Cc1ccccc1)S(=O)(=O)c1ccc2c(c1)OCCO2	14	1	-0.8	-7	-7	3	9	-1	-1	-0.8
CS(=O)(=O)c1ccc2nc(NC(=O)c3ccc(S(=O)(=O)NCC4CCCO4)cc3)sc2c1 (centres undefined)	0	0	-4.3	-6	0	3	-4	-3	-22	0.5
O=C(Nc1ccc(Cl)cc1)C1c2cccc[n+]2CC(=O)N1Cc1ccc2c(c1)OCO2 (centres undefined)	31	5	-3.0	-6	5	-7	0	1	4	1.3
CCCC(=O)NC(=S)Nc1ccccc1F	/	8	-1.3	-1	-4	0	-3	2	-7	-1.4
CC1CCCC(C)N1C(=O)COC(=O)CN1C(=O)c2ccccc2C1=O (centres undefined)	/	7	-3.0	-1	0	1	-2	-7	-3	0.7
COc1cc(C2N3CC4(C)CN2CC(C)(C3)C4)ccc1O (centres undefined)	31	-5	-0.2	2	-1	-8	1	-4	-7	-0.9
CC(=O)Nc1ccc(S(=O)(=O)NCC(=O)OCC(=O)NCc2ccco2)cc1	8	-7	-1.3	6	0	-11	-6	-6	1	0.4
COC(=O)C1C(=O)OC(C)(C)C1C(C)C(=O)c1ccc(C)cc1C (centres undefined)	-3	-5	0.6	-8	-2	1	9	/	-3	-2.0
CN(C)CC1CCCCC1C1(O)c2ccccc2CSc2sccc21 (centres undefined)	34	-1	-1.0	1	1	-1	2	-3	10	-0.2
O=C1OCc2ccc(NC(=O)c3c(F)cccc3Cl)cc21	-12	7	-0.5	-2	3	-3	1	0	-2	0.1
O=C(NC1CCS(=O)(=O)C1)C1CCCCN1S(=O)(=O)c1ccc(Cl)cc1 (centres undefined)	22	-4	-2.6	17	-1	-1	-1	-4	9	2.8
COc1cc(OC)cc(OCC(O)Cn2ccnc2C)c1 (centres undefined)	13	2	-0.4	2	1	0	-5	-2	2	-0.8
Cc1cccc(C2CN(C)CCc3c2cc(O)c(O)c3Cl)c1 (centres undefined)	-11	5	0.1	4	3	-10	0	0	2	0.2
COC(=O)c1c(-c2ccc(C)cc2)csc1NC(=S)NC(=O)c1cc(OC)cc(OC)c1	-6	5	-1.4	-5	-1	0	-4	-9	2	0.7
Cc1cc(OCC(O)CNC(C)(C)C)ccc1Cl (centres undefined)	23	/	-0.1	/	/	-2	/	3	-7	-2.3
Cc1ccc(C)c(-n2c(Cc3cc(=O)[nH]c(=O)[nH]3)nnc2SC(C)C)c1	15	8	-0.8	-3	1	3	5	/	-2	1.5
Cc1ccc(NC(=O)O/N=C2\CCCCC2c2ccc([N+](=O)[O-])cc2[N+](=O)[O-])cc1 (centres undefined)	-41	-3	0.1	-14	1	2	1	1	1	-1.8
CN(C(=O)CSc1nc(C2CC2)n(-c2ccccc2)n1)C1CCS(=O)(=O)C1 (centres undefined)	39	-14	-1.3	-2	1	-4	5	-1	/	1.1
Cc1ccccc1-n1cc(CNCc2c(C(=O)N(C)C)nc3ccc(Cl)cn23)cn1	/	4	5.8	-18	0	-5	4	2	4	-1.1
Cc1cc(Br)ccc1NC(=O)CN(C)C(=O)c1ccc2ccccc2n1	8	6	0.9	-2	0	-6	2	7	1	1.1
O=C(c1cccc(Br)c1)N1CCN(C(=O)N2CCOCC2)CC1	13	-6	-4.0	-7	1	0	-4	0	/	-1.1
CCOC(=O)C1C(C(=O)OC)=C(c2ccc(OC)cc2)c2ccccc2N1S(=O)(=O)C(F)(F)F (centres undefined)	-17	-6	-0.2	-1	-5	3	-7	-5	2	-1.0
COc1cc(C2C(C#N)=C(N)Oc3n[nH]c(C)c32)ccc1OC(=O)c1ccccc1 (centres undefined)	20	9	-3.3	-7	0	-5	5	-1	/	-0.4
CC(=O)Nc1ccc(NC(=O)c2ccc(NS(=O)(=O)c3cc(C(C)(C)C)cc(C)c3C)cc2)cc1	18	-5	-0.3	-10	4	1	-1	-3	-1	-1.2
Oc1c(CN2CCOCC2)ccc2ccccc12	6	4	-2.6	0	2	-7	14	-1	-2	-0.1
COc1ccc(-n2c(Cn3c(=O)sc4ccccc43)nnc2SCC(N)=O)cc1	14	0	1.1	-4	-1	3	0	/	-3	-0.2
O=C(c1ccc(OC2CCN(C(=O)c3cccnc3)CC2)cc1)N1CCCCCC1	-12	-3	-0.8	0	0	-1	1	1	4	0.1
CC[N+]1(CC)CC2=Cc3ccccc3CC2C1 (centres undefined)	12	4	-0.4	-10	2	2	-1	/	5	0.7
O=C(CSc1ccccc1)Nc1ccc2c(c1)C(=O)NC2=O	9	-1	-2.8	-4	-1	-2	-5	-4	6	-0.2
O=C1NC2(CCCCCC2)C(=O)N1Cc1ccc(Br)cc1	15	13	-1.6	-2	2	-1	-3	-4	-3	0.5
CCOC(=O)N1CCN(C(=O)CSCc2nc(-c3ccccc3F)oc2C)CC1	-2	-8	-0.5	-1	0	-10	3	1	-70	-1.4
OC[C@@H]1[C@@H](c2ccccc2)C(c2ccccc2)=NN1c1ccccc1	25	-12	-0.4	-5	0	-3	-3	6	-11	-1.4
CCn1ccnc1CN1CCN(CC=C(C)C)C(CCO)C1 (centres undefined)	4	1	-1.9	-10	2	3	-3	-4	/	1.1
CCN1C(=O)[C@H]2[C@H]3CN=C(SCc4ccc(C(=O)OC)cc4)N3[C@@](Cc3ccccc3)(C(=O)OC)[C@H]2C1=O	15	-3	-0.3	-5	-2	-6	-7	-2	-2	-1.7
Cc1ccccc1C(=O)NC(=S)NCCC1=CCCCC1	-12	/	-0.5	/	/	-2	/	2	-1	0.2
COc1ccc(C(CNC(=O)c2cccc(S(=O)(=O)Nc3ccccc3OC)c2)N2CCCCC2)cc1 (centres undefined)	-6	-5	-2.9	-24	3	-1	-4	-4	-1	-1.0
COc1ccc(-c2cc(=O)c3cc(O)ccc3o2)cc1	5	3	-0.7	-3	-2	0	4	-3	-1	0.1
COc1ccc(/C(O)=C2/C(=O)C(=O)N(CCN3CCOCC3)C2c2ccccn2)cc1OC (centres undefined)	3	-8	-1.3	-3	2	-12	13	1	1	0.1
CCC(CC)C(=O)OCC(=O)Nc1cccc([N+](=O)[O-])c1	6	-2	-1.9	-2	-3	-6	7	1	8	-1.4
CSCCC(N=C1NS(=O)(=O)c2ccccc21)C(=O)N1CCCC(C(N)=O)C1 (centres undefined)	12	-3	-1.2	-4	0	3	1	-1	-1	1.6
Cc1cccc(N2CCN(Cc3nc(CC4CC4)no3)CC2)n1	7	1	-0.4	-1	-1	-2	-5	0	-11	-0.9
O=C(O)/C=C/C(=O)N1CCN(S(=O)(=O)c2cccc(C(F)(F)F)c2)CC1	12	-7	0.5	8	-3	-3	4	-5	1	-0.4
COc1ccc(Cc2nnc(SCC(=O)N3CCCCC3)o2)cc1	14	-2	-1.8	-11	-1	-2	-1	-2	-7	1.5
O=c1[nH]c(=O)n(C2CC(O)C(CO)O2)cc1Br (centres undefined)	22	13	-0.6	-8	0	-2	3	-4	-16	-0.9

Two compounds drawn at random from the list so far:
Structure	SR-BI DiI-HDL act	PKA-R2B act	CAL PDZ FP-1	RTF Ca sens inh	DAGLB inh	Keap1 Nrf2 FP	cardiac RTF act	CAL PDZ FP-2	Rtt109 Vps75	C-LANA FP
OC[C@@H]1[C@@H](c2ccccc2)C(c2ccccc2)=NN1c1ccccc1	25	-12	-0.4	-5	0	-3	-3	6	-11	-1.4
COc1ccc(C(CNC(=O)c2cccc(S(=O)(=O)Nc3ccccc3OC)c2)N2CCCCC2)cc1 (centres undefined)	-6	-5	-2.9	-24	3	-1	-4	-4	-1	-1.0

Compound activity: PubChem BioAssay, several laboratories
